Mdm2 MdmX PPI – inhibitors of human Mdm2-MdmX association, primary screen, cell-based, luminescence, split luciferase, SaOS-2, uHTS; Protein Mdm4 (Homo sapiens) + E3 ubiquitin-protein ligase Mdm2 (Homo sapiens), …; SaOS-2 split-luciferase Mdm2/MdmX complementation; inhibition, % at 8 µM; 330,000 compounds, 3% hits; AID 485346, 2010;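 active = inhibition of at least 50% at 8 µM in the primary screen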
APJ agonist – agonists of human apelin receptor APJ, primary screen, CHO-K1 cells, PathHunter beta-arrestin, luminescence. P35414. 0% DMSO wells, 100% apelin. activation, % at 20 µM. 330,000 compounds, 0.11% hits. AID 2520, 2010;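 active = activation more than six SD over the plate average, tested at 20 µM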;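 also: 0% = DMSO alone and 100% = apelin-13 at 10 nM; some results filed as inactive read as strong as hits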
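Material: CHO-K1 APJ beta-arrestin complementation cell line; Input: cell density 1000 per well; Incubation: compound stimulation 90 min at 25 °C, detection 60 min; Signal: luminescence from split beta-galactosidase complementation, Galacton Star/Emerald II substrate; Controls: DMSO-only wells as negative, 10 nM Apelin-13 as positive control.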
CCR6 antagonist – CCR6 receptor antagonists, primary screen, cell-based, CHO-K1, luminescence, beta-arrestin, uHTS | CHO-K1 CCR6 PathHunter beta-arrestin, CCL20-stimulated | 340,000 compounds, 0.49% hits | AID 493098, 2011 | C-C chemokine receptor type 6 (Homo sapiens), P51684 | inhibition, % at 20 µM;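 active = compounds whose inhibition of the agonist-driven luminescence signal at 20 µM reaches about 50%, limit read from the data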;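 also: cells stimulated with CCL20 at 14 nM final; plate controls were DMSO with CCL20 for no effect and DMSO without agonist for full effect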
UPR CHOP act – activators of apoptotic CHOP UPR arm, primary screen, cell-based, CHO-CHOP luciferase reporter, luminescence, uHTS; UPR activation; percent of tunicamycin response over DMSO baseline; activation, % at 10 µM; 330,000 compounds, 0.34% hits; AID 449763, 2010;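 active = at 10 µM dose, activation of 40% or more, normalized to positive control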;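 also: 100% = tunicamycin at 10 µg/mL and 0% = DMSO alone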
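System: CHO-CHOP luciferase reporter cell line | Buffer or medium: F12 medium containing 10% fetal bovine serum | Doses: One dose, 10 µM in 0.5% DMSO | Times: 6 h compound exposure at 37 °C after overnight seeding | Signal: Luciferase luminescence | Read-out: % activation vs tunicamycin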
UPR XBP1 act – activators of adaptive XBP1 UPR arm, primary screen, cell-based, CHO-XBP1 luciferase reporter, luminescence, uHTS. IRE1-XBP1 UPR activation; percent of tunicamycin response, DMSO as zero. activation, % at 20 µM. 330,000 compounds, 0.33% hits;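 active = versus positive control, 20 µM dose yields 30% or more activation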;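 also: 100% = tunicamycin at 10 µg/mL and 0% = DMSO only wells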
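Material – CHO cell line with stable XBP1 luciferase reporter · Buffer or medium – F12 plus 10% FBS · Compound – single point, 20 µM final compound, 1% DMSO · Schedule – 16-18 h cell attachment at 37 °C, then 6 h compound exposure · Signal – Steady-Glo luminescence read · Benchmarks – high control tunicamycin 10 µg/mL final, low control DMSO vehicle only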
CXCR6 inh – CXCR6 receptor inhibitors, primary screen, cell-based, beta-arrestin, luminescence, CHO-K1 PathHunter, 1536-well; inhibition, % at 20 µM; C-X-C chemokine receptor type 6 (Homo sapiens), O00574; 360,000 compounds, 0.36% hits; in the data active = inhibition above about 34%, passing the limit was not always enough;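 also: antagonist mode with CXCL16 agonist at 10 nM final; 0% = 10 nM CXCL16 with DMSO and 100% = unstimulated wells without agonist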
Target sequence (O00574 whole entry, looked up): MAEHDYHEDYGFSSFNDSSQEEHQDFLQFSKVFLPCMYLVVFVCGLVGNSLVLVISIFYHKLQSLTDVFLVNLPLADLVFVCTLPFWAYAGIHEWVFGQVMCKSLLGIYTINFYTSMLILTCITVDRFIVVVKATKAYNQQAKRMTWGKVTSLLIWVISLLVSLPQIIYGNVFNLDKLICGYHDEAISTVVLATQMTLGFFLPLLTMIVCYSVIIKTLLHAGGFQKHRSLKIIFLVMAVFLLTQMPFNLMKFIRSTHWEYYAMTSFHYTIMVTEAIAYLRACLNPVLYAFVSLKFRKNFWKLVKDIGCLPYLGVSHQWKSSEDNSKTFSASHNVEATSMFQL
EBI2 block – EBI2 receptor antagonists, beta-arrestin recruitment, primary screen, cell-based, luminescence, 7a,25-OHC stimulation, uHTS | inhibition, % at 5 µM | 7a,25-OHC stimulated | 360,000 compounds, 0.81% hits; in the data active = inhibition above about 38%;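 also: enzyme fragment complementation signal reports receptor beta-arrestin coupling in cells; 0% = agonist plus DMSO wells and 100% = wells without agonist; some results beyond the cut were filed as inactive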
Target sequence (P32249 whole entry, looked up, the tested form may be a part): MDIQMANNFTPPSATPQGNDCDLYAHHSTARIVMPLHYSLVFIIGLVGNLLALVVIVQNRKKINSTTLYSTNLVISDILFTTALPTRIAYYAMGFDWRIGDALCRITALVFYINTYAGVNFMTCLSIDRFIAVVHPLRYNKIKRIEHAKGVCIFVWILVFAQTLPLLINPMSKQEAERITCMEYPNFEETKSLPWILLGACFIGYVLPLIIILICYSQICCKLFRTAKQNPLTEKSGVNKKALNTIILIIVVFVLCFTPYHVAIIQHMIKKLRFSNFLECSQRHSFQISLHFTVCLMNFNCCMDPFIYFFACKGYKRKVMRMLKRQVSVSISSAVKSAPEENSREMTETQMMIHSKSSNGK
tim23-1 inh – growth inhibitors of tim23-1 mutant yeast, primary screen, luminescence, uHTS. AID 463212, 2010. inhibition, % at 20 µM. S. cerevisiae tim23-1 growth, BacTiter-Glo luminescence, 24 h. 330,000 compounds, 1.3% hits;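 active = growth inhibition of the mutant yeast at or above 50%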;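 also: temperature-sensitive mutant grown at 25 °C; plate controls were DMSO-treated mutant yeast for no effect and medium wells lacking yeast for full effect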
APJ antagonist – antagonists of human apelin receptor APJ, primary screen, CHO-K1 cells, beta-arrestin complementation, luminescence; P35414; inhibition, % at 20 µM; 330,000 compounds, 0.32% hits;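 active = inhibition above about 40% at 20 µM, limit read from the data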;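 also: cells challenged with 10 nM apelin-13 agonist together with compound; plate controls were apelin-13 plus DMSO wells for no effect and DMSO wells lacking apelin-13 for full effect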
The depositor's hits bear a star; . = no result given.

SMILES	Mdm2 MdmX PPI	APJ agonist	CCR6 antagonist	UPR CHOP act	UPR XBP1 act	CXCR6 inh	EBI2 block	tim23-1 inh	APJ antagonist
c1ccc(OCc2nnc3sc(C4COc5ccccc5O4)nn23)cc1 (stereo not given)	7.3	-2.7	21.4	-1.1	-3.1	-2.0	14.4	10.4	14.5
Cc1ccc(C(=O)NCCNC(=O)c2ccc(C)nc2)cc1	-12.9	0.7	2.0	1.5	1.9	2.0	-8.6	-0.9	9.3
Cc1ccc(C(=O)O/N=C\c2ccc(N3CCOCC3)c([N+](=O)[O-])c2)cc1	-4.0	2.1	13.2	-1.3	8.1	9.1	15.9	12.0	-12.1
COc1ccc(C(C(=O)NCCC(C)C)N(CCO)C(=O)c2snc(C(N)=O)c2N)cc1OC (stereo not given)	24.4	-1.9	0.9	1.9	-2.5	-7.0	-2.4	10.3	20.2
COC(=O)[C@@H](NC(=O)Nc1ccc(OC(F)(F)F)cc1)C(C)C	5.5	-5.8	-7.8	0.0	11.7	3.3	0.1	-2.8	-1.9
FC(F)(F)c1ccc(Sc2n[nH]c(C(F)(F)F)n2)nc1	26.2	-2.5	0.1	1.0	0.6	3.4	0.1	-1.8	5.6
COc1cc(C(C(=O)NC2CCCC2)N(C(=O)c2snc(C(N)=O)c2N)c2ccccc2)cc(OC)c1OC (stereo not given)	6.0	1.2	1.3	0.8	-4.2	3.5	5.3	11.5	-7.3
O=C(CCSCc1ccccc1Cl)NCc1ccco1	-9.3	-0.7	5.8	-0.4	2.0	7.3	-1.3	33.0	-24.6
NC(=O)CC(NC(=O)c1ccccc1)c1ccc(N2CCN(c3ccccn3)CC2)c([N+](=O)[O-])c1 (stereo not given)	24.3	4.7	9.1	-0.8	0.2	-2.9	15.3	14.9	-91.9
Cc1ccc(S(=O)(=O)NNc2nnc(C)c(=O)[nH]2)cc1	28.6	-1.2	-5.8	-0.8	-1.3	-4.6	-5.1	10.0	0.2
O=C(O)c1ccc(Cl)c(S(=O)(=O)NC(Cc2ccccc2)C(=O)O)c1 (stereo not given)	15.2	-2.6	14.1	-2.8	-4.0	2.0	4.1	15.2	15.6
O=C(CCN1CCCC1)Nc1ccccc1	-9.1	-2.0	9.1	0.2	-1.7	2.8	-5.1	4.6	-7.0
C/C=C1\COC(C(=O)NCCN2CCCC2)(C(F)(F)F)C=C1C=C1CCCCC1 (stereo not given)	52.7*	-1.7	25.8	0.7	2.9	0.6	-11.4	-0.8	5.4
Cc1nc(-c2cc(-c3nc(-c4ccc(C(C)(C)C)cc4)no3)no2)cs1	0.8	-6.8	12.0	1.6	-1.6	-4.1	6.2	-8.9	6.0
COc1ccccc1N1CCN(Cc2cc(=O)c(OCC(=O)NC(C)C)co2)CC1	10.5	-2.4	-11.8	-1.6	7.1	-6.7	-12.5	0.9	-35.3
CCC/C(O)=C1\C(=O)CCCC1=NC(C)C(=O)O (stereo not given)	-1.5	3.3	-6.4	-0.8	0.9	-3.4	0.4	9.5	6.4
COc1ccc(NC(=S)NC(NC(=O)c2ccc(Cl)cc2Cl)C(Cl)(Cl)Cl)c([N+](=O)[O-])c1 (stereo not given)	29.6	-4.5	35.7	0.0	-1.1	33.3*	6.9	-5.4	10.2
CC(=O)Nc1ccc(Nc2ncnc3ccccc23)cc1	5.1	-2.5	.	-0.3	-1.5	.	.	-2.2	42.7*
O=C(NCC(=O)N(c1cccnc1)C(C(=O)NC1CCCCC1)c1cccnc1)c1ccco1 (stereo not given)	21.5	6.8	5.3	2.1	-2.2	0.5	-12.2	9.8	15.9
COc1ccc(CC(=O)Oc2ccccc2[N+](=O)[O-])cc1	7.8	-3.3	9.9	1.7	-2.3	1.6	-7.5	3.1	-5.3
Cc1cc2c([nH]c3ccccc32)c(C)n1	27.9	-4.0	16.6	-2.2	-5.5	-5.0	1.9	-18.8	11.3
CCN(CC)c1ccc(/C=N/NC(=O)OC)c(O)c1	-17.0	2.2	-7.7	4.5	7.3	11.1	12.0	59.2*	6.5
CCc1nc(OCCN(CC)CC)c2oc3ccccc3c2n1	13.8	-0.9	-5.3	-2.5	1.8	10.0	-1.3	-9.5	22.0
COc1ccc(C(=O)N(C)C2CCCN(Cc3ccccc3F)C2)cc1OC (stereo not given)	-24.0	-2.8	-3.4	2.3	-0.8	11.9	-0.5	-8.8	-13.9
CCn1c(=O)c(C(=O)NNC(=O)Cc2ccccc2)c(O)c2ccccc21	0.6	-2.0	6.9	1.0	0.2	-17.2	-5.2	-9.1	11.7
O=C(NCc1ccc2c(c1)OCO2)C1CC(c2ccccc2O)=NO1 (stereo not given)	13.3	-3.2	15.5	-1.1	0.6	-5.3	-9.2	12.9	-1.8
CC(C)NC(=O)/C=C/C(=O)O	-9.2	-1.0	2.5	-2.5	-2.0	-10.5	-9.0	-5.6	-18.3
CC1CCCN(C(=O)CSc2nnc(-c3c[nH]c4ccccc34)o2)C1 (stereo not given)	-26.9	-4.7	-8.8	2.7	0.5	7.8	-0.6	29.2	2.7
CCCN(CC(=O)Nc1ccccc1C)C(=O)c1ccc(S(=O)(=O)N2CCCCC2)cc1	-29.1	0.4	9.2	-1.8	-5.7	3.4	-3.1	-5.1	14.7
CC1CCc2nc(NC(=O)CN3CCN(Cc4ccc5c(c4)OCO5)CC3)sc2C1 (stereo not given)	32.4	-5.4	-1.7	-1.4	-2.5	5.6	1.5	7.3	9.4
CC(C)c1nnc(NC(=O)CCS(=O)(=O)c2ccccc2)s1	38.5	-7.5	18.7	2.4	-2.0	-2.7	10.3	14.3	16.1
O=S(=O)(O)c1nnc2sc3ccccc3n12	18.6	-5.2	6.5	-1.3	-0.7	1.5	5.7	-6.3	14.7
O=C(CSc1nc(-c2ccccc2)nc2ccc(F)cc12)Nc1ccc(C(=O)O)cc1	7.2	-5.8	8.7	1.8	-3.5	-0.6	1.5	13.1	8.2
Cc1ccc(-c2nc(CS(=O)CC(=O)NCCCc3ccccc3)c(C)o2)cc1 (stereo not given)	12.5	-2.1	2.4	1.5	-2.3	-6.8	15.9	15.7	5.4
CCC(=O)N1CCc2cc(S(=O)(=O)CCC(=O)Nc3nc(C)cs3)ccc21	34.0	1.3	19.4	0.1	-0.7	2.4	-2.1	7.0	8.6
Cc1ccc(S(=O)(=O)Oc2ccc(C3C4=C(CCCC4=O)N(CCC(=O)O)C4=C3C(=O)CCC4)cc2Cl)cc1	14.9	-0.8	-4.7	2.6	0.7	-11.3	0.3	-2.9	-20.1
CCN1CCN(CCC(=O)Nc2ccc(Br)c(C)c2)CC1	-2.2	-2.6	13.6	-1.6	-0.4	-3.9	8.2	11.9	13.5
Cc1onc(NC(=O)NC(=O)c2c(Cl)cccc2Cl)c1Br	2.9	5.7	-8.5	0.9	-4.9	-6.5	11.5	33.6	5.9
Cn1c(=O)c2cc(S(=O)(=O)NC(C(=O)NCc3cccnc3)c3ccccc3)ccc2n(C)c1=O (stereo not given)	21.7	-4.2	5.1	-1.0	-2.0	-3.0	-2.3	16.2	-3.0
Cc1nn(C)c(Oc2ccccc2)c1CCNC(=O)CC(C)C	8.1	-2.8	6.4	0.3	3.6	0.9	-3.1	1.0	3.5
CC1(C)SC(=S)N(/N=C/c2cccnc2)C1N(O)C(=O)Nc1ccccc1 (stereo not given)	20.6	-0.8	5.2	1.9	-2.1	5.3	-8.4	-0.4	12.6
Cc1ccc(C(=O)COC(=O)c2c(C)cc(=O)oc2C)cc1[N+](=O)[O-]	3.5	1.5	-8.9	-0.1	-2.5	9.6	-6.0	25.9	-41.6
S=c1[nH]nc(-c2ccccc2)n1/N=C/c1ccc(-c2ccccc2Cl)o1	90.2*	-4.7	14.0	1.4	3.3	5.3	-6.5	30.9	9.7
Cc1c(CCC(=O)NCCCn2ccnc2)c(=O)oc2c(C)c3oc4c(c3cc12)CCCC4	25.5	-4.9	10.2	-2.8	1.1	11.0	-1.2	19.8	10.8
CC1CCN(C(=O)c2ccccc2NS(=O)(=O)c2ccccc2)CC1	9.9	-1.9	4.3	0.3	-4.7	6.2	8.9	33.0	16.4
CCCCCCCCSc1nnc(CSc2nc3nc(C)cc(C)n3n2)o1	17.7	1.4	14.8	1.9	-6.5	9.6	-4.7	18.9	12.1
COc1ccc(NC(=O)C2CCN(S(C)(=O)=O)CC2)cc1Cl	-13.3	-5.0	6.5	-1.7	-1.0	0.4	-2.6	4.8	8.0
CC/C(=C\C(=O)c1ccncc1)Nc1ccc(O)cc1	-3.9	-0.7	0.8	1.9	1.4	0.0	5.7	25.7	-13.6
Cc1cc(C(F)(F)F)cc(NNC(=O)NC(=O)c2ccc(Cl)cc2)n1	35.4	-0.4	6.5	1.7	0.3	11.6	5.6	8.6	1.3
CC(C)(C)OC(=O)N[C@@H](Cc1ccccc1)C(=O)N[C@@H](CO)[C@H](O)[C@@H]1C[C@@H]1C(=O)NC1CCCCC1	22.0	-2.8	-0.9	0.8	0.9	4.1	-9.0	5.4	10.2
Cc1cc(-c2cccc([N+](=O)[O-])c2)nc2ccc3ccccc3c12	13.9	-6.7	4.1	5.5	6.0	0.3	-6.5	-13.2	-10.4
O=C(c1cccc2cccc(O)c12)N1CCCCC1	-3.3	1.4	-3.9	-1.8	-1.5	-10.9	-3.0	10.5	-6.2
Cc1noc(C)c1S(=O)(=O)N1CCC(C(=O)NCCc2ccc(S(N)(=O)=O)cc2)CC1	27.4	2.5	-9.2	0.8	-0.3	-1.1	-4.4	5.8	9.4
Cc1[nH]c2ccccc2c1N=Nc1cc(C(=O)O)cc(C(=O)O)c1	2.8	-6.1	16.3	0.4	-1.1	1.6	-4.8	3.6	22.9
CCOC(=O)C1=C(C)N=c2s/c(=C\c3ccc(OC(C)=O)c(OCC)c3)c(=O)n2C1/C=C/c1ccccc1 (stereo not given)	27.4	-7.2	41.1	-0.6	7.1	2.1	2.0	21.9	31.9

Assay outcomes as filed in PubChem BioAssay.

A portion of the library. The share of hits here may be higher or lower than overall.
